Ecoli viability: E. coli V3065 growth inhibition, primary screen, counter-screen for AddAB inhibitor project, absorbance, OD600. 18 h. inhibition, % at 11.9 µM. 330,000 compounds, 0.27% hits;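 active means inhibition above the campaign's mean inhibition across all tested compounds plus 3 SD, cut at about 9.9% in these data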;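 further: uninfected addAB+ strain grown without phage in ampicillin broth; 0% = DMSO wells and 100% = ciprofloxacin 0.95 µg/ml wells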
HTR5A inv ctr: HTR5A inverse agonists in luminescence cell assay, primary screen, counter-screen for OPRM1-OPRD1 heterodimer inverse agonist project, full-deck HTS; 5-hydroxytryptamine receptor 5A (Homo sapiens), P47898; HTR5A cell line, inverse agonism; inhibition, % at 9.3 µM; 340,000 compounds, 0.083% hits; in the data active means inhibition mostly above about 23%, no sharp cut-off; inactive means mostly below about 18%;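 further: 0% = cells with DMSO and 100% = no-cell wells with DMSO; some compounds called inactive have numbers as strong as hits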
Target sequence (P47898 whole entry, looked up): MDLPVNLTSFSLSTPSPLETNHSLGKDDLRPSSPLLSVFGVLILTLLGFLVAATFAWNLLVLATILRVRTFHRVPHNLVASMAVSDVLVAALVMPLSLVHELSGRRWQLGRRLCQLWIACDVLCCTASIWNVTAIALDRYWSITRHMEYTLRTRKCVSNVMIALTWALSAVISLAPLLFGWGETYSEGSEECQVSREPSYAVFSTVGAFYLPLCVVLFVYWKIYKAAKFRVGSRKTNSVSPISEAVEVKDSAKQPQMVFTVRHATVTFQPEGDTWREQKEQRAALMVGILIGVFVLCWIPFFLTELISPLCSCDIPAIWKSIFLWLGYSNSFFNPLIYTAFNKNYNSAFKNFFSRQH
MOR-DOR inv ag: inverse agonists of MOR-DOR heterodimerization, primary screen, cell-based, luminescence; cell-based MOR-DOR heterodimer luminescence, inverse agonism; 340,000 compounds, 0.21% hits; inhibition, % at 9.3 µM; in the data active means inhibition above about 22%, passing the limit was not always enough;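 further: 0% = cells with DMSO and 100% = wells without cells with DMSO; values of inactives mirror those of a sister screen read the other way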
phage Ecoli inh: growth loss of phage-infected E. coli, primary screen, RecBCD inhibitor project, absorbance, with phage, HTS; inhibition, % at 11.9 µM; AID 651602, 2012; 360,000 compounds, 0.26% hits; in the data active means inhibition above about 11%
PKA-R1A activ: activators of PKA-R1A holoenzyme, primary screen, biochemical, fluorescence polarization, Cy5-IP20, bovine R1A, mouse PKAc; AID 504707, 2011; 340,000 compounds, 0.083% hits; activation, % at 11.4 µM; PKA-R1A dissociation; scaled: DMSO 0%, 113 µM cGMP 100%;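 active means percent activation above the mean of all tested compounds plus 3 SD, cut at about 19% in these data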;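 further: higher means more PKAc released from R1A so a rise in polarization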
AddAB inh: growth inhibition of E. coli expressing H. pylori AddAB, primary screen, AddAB inhibitor project, absorbance | 330,000 compounds, 0.29% hits | inhibition, % at 11.9 µM | AID 435030, 2010; in the data active means inhibition above about 12%;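 further: 0% = vehicle wells of infected cells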
Tat transport: E. coli Tat export inhibitors, primary screen, MC4100, TorA-mCherry reporter, fluorescence, single point; inhibition, % at 10 µM; 340,000 compounds, 0.036% hits; AID 488895, 2010;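 active means mean replicate inhibition at least 50% and at least half of replicates individually reaching 50%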;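 further: exported cargo escapes ClpAP degradation while cytoplasmic cargo is degraded and loses fluorescence; 0% = median of neutral control wells and 100% = median of NaSCN control wells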
PfHsp90 set2: growth inhibition of PfHsp90-expressing yeast, primary screen, antimalarial PfHsp90 inhibitor project, S. cerevisiae, BacTiter-Glo luminescence, single point, set 2. 310,000 compounds, 0.32% hits. inhibition, % at 9.4 µM. AID 504621, 2011. BacTiter-Glo ATP, 48 h; yeast lacking PDR1 and PDR3 efflux regulators;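 active means every replicate shows inhibition above about 80%, whatever the replicate mean, limit read from the data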;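 further: 0% = DMSO neutral controls and 100% = 20 µM radicicol positive controls; yeast relying on Plasmodium falciparum Hsp90 in place of its own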
PKA-R2B activ: activators of PKA-R2B holoenzyme, primary screen, biochemical, fluorescence polarization, Cy5-IP20, human; 340,000 compounds, 0.079% hits; activation, % at 11.4 µM; cAMP-dependent protein kinase catalytic subunit beta (Homo sapiens) + cAMP-dependent …; PKA-R2B holoenzyme dissociation; R2B truncated from residue 108, S112A mutant; 0% DMSO only, 100% 113 µM cGMP;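 active means activation above a cutoff set at the mean over all compounds plus 3 SD, cut at about 18% in these data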;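 further: higher means more holoenzyme dissociation and a rise in polarization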
Target sequence (P31323 whole entry, looked up, other chains not shown, the tested form may be a part): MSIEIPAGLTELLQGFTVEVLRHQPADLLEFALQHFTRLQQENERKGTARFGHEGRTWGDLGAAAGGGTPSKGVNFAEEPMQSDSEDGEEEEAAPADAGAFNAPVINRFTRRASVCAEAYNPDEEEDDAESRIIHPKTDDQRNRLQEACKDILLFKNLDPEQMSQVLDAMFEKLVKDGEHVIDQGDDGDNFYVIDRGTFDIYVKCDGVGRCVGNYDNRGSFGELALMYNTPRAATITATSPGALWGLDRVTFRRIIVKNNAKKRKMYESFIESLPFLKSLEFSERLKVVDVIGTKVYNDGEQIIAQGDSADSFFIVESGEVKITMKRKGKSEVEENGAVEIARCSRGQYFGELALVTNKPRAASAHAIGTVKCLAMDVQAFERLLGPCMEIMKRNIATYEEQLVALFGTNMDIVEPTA
MOR-DOR ag: agonists of OPRM1-OPRD1 heterodimerization, primary screen, cell-based, luminescence; Mu-type opioid receptor (Homo sapiens) + Delta-type opioid receptor (Homo sapiens), …; cells; activation, % at 9.3 µM; 340,000 compounds, 0.3% hits; in the data active means activation above about 18%;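 further: 0% = vehicle-treated cells and 100% = reference agonist; values of inactives mirror those of a sister screen read the other way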
SUMO Mot1 rescue: yeast Mot1-301 growth rescue at high temperature, primary screen, SUMOylation pathway inhibitor project, S. cerevisiae, ATP luminescence, 38.5C | 320,000 compounds, 1% hits | AID 2716, 2010 | S. cerevisiae Mot1-301 growth rescue; percent above DMSO median, 100 means doubled | growth rescue, % at 18.8 µM;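 active means every valid replicate shows activation above 250% relative to neutral control wells; inactive means the rest, any valid replicate at or below 250%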;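 further: OY570 slx delta 5 strain wells were the positive control but not used for scaling; some compounds called inactive have numbers as strong as hits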
Starred values were filed as active, the others as inactive; / = no result given.

SMILES | Ecoli viability | HTR5A inv ctr | MOR-DOR inv ag | phage Ecoli inh | PKA-R1A activ | AddAB inh | Tat transport | PfHsp90 set2 | PKA-R2B activ | MOR-DOR ag | SUMO Mot1 rescue
CC(C)(C)c1ccc(C(=O)NNC(=O)c2cccc(-n3cnnn3)c2)cc1 | 0.8 | -5 | -3 | 0.8 | 1 | 1.7 | -1 | -25 | 3 | 0.6 | 2
N#CC1=C(N)SC(C(=O)c2ccccc2)C1c1cccs1 (stereo not given) | 0.6 | -8 | 8 | 3.5 | 8 | 0.0 | -4 | / | 0 | -1.4 | 0
CN1CCN(C(=O)c2ccccc2Nc2ccc(SC(F)F)cc2)CC1 | -1.3 | -10 | 3 | 2.7 | -4 | 1.7 | 5 | -26 | -2 | -0.4 | 12
Cc1ccccc1-n1c(SC(C)C(=O)N2CCN(C)CC2)nc2ccccc2c1=O (stereo not given) | 1.6 | 15 | 16 | / | -7 | 2.4 | -4 | / | 7 | -2.9 | -24
Cn1c(SCC(=O)Nc2ccccc2[N+](=O)[O-])nnc1C(F)(F)F | -1.3 | 6 | 2 | 0.9 | 6 | -1.4 | -6 | 23 | -5 | -0.4 | -7
COCCOC(=O)C1=C(C)NC(=O)N(C(C)=O)C1c1ccc(Cl)cc1 (stereo not given) | -0.1 | 11 | 3 | 2.4 | -19 | 0.4 | -3 | -2 | -15 | -0.5 | -4
Cc1cccc(NC(=O)c2cc3ccccc3nc2C)c1 | 1.2 | 0 | -12 | 2.5 | -9 | 1.5 | 0 | / | 4 | 2.5 | 124
CN(c1ccccc1C(=O)N1CCN(c2cccc(Cl)c2)CC1)S(C)(=O)=O | 0.8 | 11 | 12 | 1.6 | -3 | 2.8 | 2 | -1 | 6 | -2.3 | -27
OCC[C@@H]1C[C@@H](O)[C@H](O)[C@@]2(CCCO2)O1 | -1.9 | 4 | 12 | 2.2 | 5 | -2.5 | -2 | -1 | -5 | -2.3 | -16
CN(C)c1nc(OCCNC(=O)Nc2ccccc2)nc(N2CCCCC2)n1 | 1.2 | -2 | -4 | -0.6 | 2 | -0.4 | 1 | -4 | -11 | 0.7 | -1
COc1ccccc1NC(=S)NC1CCCC1 | 1.3 | -18 | 5 | 3.8 | 0 | 2.1 | 0 | 12 | -5 | -1.0 | 129
CCCC(=O)Nc1ccc(C(=O)O)cc1NC(=O)CCC | 0.1 | -32 | 11 | 2.4 | 1 | 0.1 | -10 | -3 | -17 | -2.1 | -17
O=C(CSc1nc2ccccc2c(=O)n1CC1CCCCC1)N1CCOCC1 | 0.6 | 3 | -2 | 1.4 | 1 | 5.0 | 1 | / | -7 | 0.5 | 12
CCN1CCN(c2ccc(NC(=O)c3ccc4c(c3)OCO4)cc2)CC1 | 1.0 | 12 | 2 | 4.5 | 4 | 1.3 | 1 | / | 2 | -0.5 | -2
CCOC(=O)C1(CCc2ccccc2)CCN(C(=O)CCn2cncn2)CC1 | -1.6 | 3 | 1 | 1.8 | -4 | 0.0 | 2 | 3 | -6 | -0.1 | -11
CCN(Cc1ccccc1)S(=O)(=O)c1ccc(C(=O)N(CCCN(C)C)c2nc3cc(OC)ccc3s2)cc1 | -1.1 | 12 | -35 | 1.3 | -6 | -1.9 | 15 | 13 | -10 | 5.1 | -10
COc1ccc(/C=C/C(=O)OCC(=O)NCc2ccccc2)cc1OC | -0.6 | -12 | 11 | 3.0 | -5 | 3.0 | -7 | 6 | -8 | -2.8 | 10
O=C(Nc1nccs1)C1CCN(S(=O)(=O)c2ccc(Cl)c(C(F)(F)F)c2)CC1 | 0.6 | -16 | -42 | 4.7 | -4 | 1.0 | 0 | -13 | 8 | 7.3 | 639*
CCNc1nc(NCC)n2c(SCC(=O)Nc3ccccc3OC(F)F)nnc2n1 | -0.7 | 14 | 11 | 3.5 | -8 | 0.3 | 5 | 4 | -2 | -2.2 | -6
CSc1nc(N)nc2c1ncn2CC(=O)N[C@H](CO)Cc1c[nH]c2ccccc12 | 0.0 | / | / | 1.4 | -14 | 1.0 | -6 | 15 | -1 | / | -16
CC(C)(C)c1ccc(OCCSc2nc3ccccc3n2CC(=O)O)cc1 | 1.9 | 16 | 17 | -0.3 | -5 | 2.4 | 4 | -37 | -6 | -3.7 | 3
COc1cccc(NC(=O)CNC(=O)c2ccc(F)cc2)c1 | -1.9 | 5 | 0 | -0.5 | 5 | 2.2 | 0 | 8 | 8 | 0.1 | -18
O=C(CCc1nnc(COc2ccccc2)o1)NCc1ccccc1C(F)(F)F | 0.9 | -6 | 13 | 0.4 | 0 | 3.8 | -1 | -18 | -9 | -2.6 | 848
O=C(c1cccc(Cl)c1)N1CCN(Cc2c[nH]c3ccccc23)CC1 | -2.6 | 7 | 9 | -0.8 | -3 | -0.2 | 2 | 27 | -5 | -1.5 | 3
CCNC(=O)CSc1nnc(-c2ccc(OC)cc2)n1CC(C)C | 1.8 | 15 | 8 | 0.2 | 3 | 2.2 | -8 | -6 | -9 | -1.6 | 1

Going on with the list:
SMILES | Ecoli viability | HTR5A inv ctr | MOR-DOR inv ag | phage Ecoli inh | PKA-R1A activ | AddAB inh | Tat transport | PfHsp90 set2 | PKA-R2B activ | MOR-DOR ag | SUMO Mot1 rescue
CCOCc1nnc(NC(=O)C2CCN(C(=O)C3CC(=O)N(c4ccc(C)cc4)C3)CC2)s1 (stereo not given) | 0.2 | -6 | 7 | 1.9 | -10 | 2.5 | 12 | -4 | 2 | -1.1 | 224
Cc1ccc(NS(=O)(=O)c2ccc(-n3cccn3)cc2)nc1 | 2.0 | 0 | 2 | -0.2 | 1 | 4.1 | -6 | -14 | 1 | -0.4 | 0
CCN(Cc1ccccc1)S(=O)(=O)c1ccc(OC)c2ncccc12 | 0.1 | 36 | 6 | -1.5 | -9 | -0.7 | -3 | 14 | -12 | -1.1 | -1
CCc1ccc(NC(=O)C2CCN(S(=O)(=O)c3c(C)noc3C)CC2)cc1 | 1.0 | 2 | 11 | 1.9 | 0 | 3.0 | -3 | -6 | 7 | -2.2 | -17
O=C(Cn1cc2c(n1)CCCC2)NCc1cccc(Cl)c1 | 2.1 | -2 | 3 | 1.8 | 7 | 3.5 | -10 | 5 | -11 | -0.5 | 4
Cc1c(O)c(CN(C)C)cc2c1oc(=O)c1ccccc12 | 1.2 | -16 | 23 | 1.5 | -16 | 2.0 | 6 | -7 | -12 | -4.2 | -6
CCOC(=O)[C@@H]1[C@H]2COc3ccc(Br)cc3[C@H]2N2C(=O)N(c3ccc(C)cc3)C(=O)[C@@]12C | 1.9 | 8 | 4 | 0.2 | 11 | -1.7 | -10 | 28 | -6 | -0.7 | 5
CCN(c1ccccc1)S(=O)(=O)c1ccc(N)c(OC)c1 | -2.0 | 4 | 10 | 0.6 | -1 | -2.2 | 1 | 20 | 5 | -1.7 | 15
COc1ccc(Cl)cc1NC(=O)CN(C)CC(=O)Nc1ccccc1C(F)(F)F | 2.5 | -5 | 8 | 0.5 | -7 | 0.8 | 5 | 3 | 2 | -1.7 | 6
Cc1cccc(-n2c(=O)cc(N3CCN(c4ccc(F)cc4)CC3)[nH]c2=O)c1 | 1.3 | 12 | 2 | 2.8 | 0 | 1.4 | -8 | 8 | -2 | -0.5 | -14
COCCn1nnnc1CN1CCSCC1 | -0.7 | -4 | 13 | 2.8 | -14 | 2.3 | 0 | -20 | 12 | -2.6 | -4
O=C(N/N=C/c1ccc(F)cc1)c1cc(-c2ccccn2)nc2ccccc12 | / | 18 | -62 | 2.6 | -8 | / | -3 | -4 | 2 | 13 | /
CC(=O)OCc1nc2sc(C)c(C)c2c(=O)[nH]1 | -0.6 | 10 | 10 | 3.5 | -5 | 1.0 | 18 | -20 | 3 | -1.8 | -29
COc1ccc2c(c1)CCc1c(C(=O)NCc3ccc(F)cc3)noc1-2 | 2.1 | 0 | -26 | 2.5 | -3 | 0.5 | 8 | 2 | -3 | 5.0 | -10
COc1ccc(C=O)cc1OC1C=CCCC1 (stereo not given) | 0.4 | -11 | 10 | 3.6 | 1 | -0.9 | 2 | 16 | 10 | -1.8 | 682
CCN(CC)CCN(C(=O)c1ccc([N+](=O)[O-])cc1)c1nc2ccc(OC)cc2s1 | 2.5 | -4 | -8 | 1.8 | -4 | 3.3 | 2 | -6 | 8 | 1.5 | 7
CC(C)C[C@H](NC(=O)[C@@H]1Cc2ccccc2CN1C(=O)OC(C)(C)C)C(=O)NCC1CCC(C(=O)O)CC1 (stereo not given in full) | -0.3 | 4 | 14 | 2.6 | -11 | 0.2 | -3 | -15 | -13 | -2.7 | 276
COc1ccc(NS(=O)(=O)c2cn(C)cn2)cc1OC | -0.5 | -5 | 16 | 2.8 | 4 | 5.7 | -8 | 9 | 2 | -3.1 | 144
CCOc1ccccc1N(C(C)=O)S(=O)(=O)c1ccc(Cl)cc1 | 0.8 | 2 | 16 | 3.3 | -8 | -0.7 | -2 | 27 | -6 | -3.0 | -5
Cc1cc(NC(=O)CN2C(=O)NC(c3ccccc3)(c3ccc(C)c(C)c3)C2=O)no1 (stereo not given) | -1.9 | -17 | 6 | 1.4 | -14 | -0.4 | 4 | 1 | 1 | -1.1 | -10
COCCCn1c(SCC(=O)NC(C)C)nnc1-c1ccccc1 | -0.1 | -35 | 9 | 3.3 | -9 | -1.5 | 2 | 10 | -6 | -1.6 | 2
CC(=O)N=C1SC2CS(=O)(=O)CC2N1c1cccc(Cl)c1Cl (stereo not given) | -3.6 | 12 | 8 | -0.3 | 3 | 0.1 | -4 | -31 | 8 | -2.0 | -5
Cc1ccc(-n2cnnn2)c2cccnc12 | -2.0 | -16 | 4 | -0.1 | -6 | -0.4 | -4 | -12 | -13 | -0.7 | 7
C#CCn1c(=NC(=O)c2ccco2)sc2cccc(Cl)c21 | 0.5 | 7 | -61 | 1.8 | 5 | 0.4 | 10 | 14 | -5 | 12 | 0
CCOC(=O)c1cc(S(=O)(=O)N2CCN(C3CCCCC3)CC2)cn1C | 0.9 | -3 | 11 | 2.2 | 3 | 2.7 | -4 | 4 | -4 | -2.1 | 171
O=C(NN1C(=O)C2C3C=CC([C@@H]2C1=O)C31CC1)c1ccccc1 (stereo not given in full) | 1.6 | 22 | 0 | -1.5 | 0 | 1.1 | 3 | 3 | 2 | -0.1 | 137

Entries listed so far printed as active in SUMO Mot1 rescue.
mol	MOR-DOR inv ag	phage Ecoli inh	PKA-R1A activ	Tat transport	PKA-R2B activ	MOR-DOR ag	SUMO Mot1 rescue
O=C(Nc1nccs1)C1CCN(S(=O)(=O)c2ccc(Cl)c(C(F)(F)F)c2)CC1	-42	4.7	-4	0	8	7.3	639*

Assay outcomes deposited in PubChem BioAssay by several laboratories.
